GPT2 inhibitor: inhibitors of human GPT2 alanine aminotransferase. Q8TD30. Recombinant GPT2, coupled pyruvate oxidase/HRP Amplex Red fluorescence. Potency, µM (top dose mostly 57.7 µM), without a hit: top-dose activity change, negative = inhibition, actives largely listed as inhibitors. 100,000 compounds, 0.25% hits; further: potency means the concentration at half of the fitted maximal effect; nearly all actives have a fitted effect of over 60% in size; many of its hits are not listed in these tables
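Recombinant GPT2 (10ng/uL) with 250uM a-KG and 2mM L-alanine, 30 min at room temperature, in HEPES pH 7.5 buffer. Pyruvate detected by pyruvate oxidase/HRP/Amplex Red fluorescence after 30 min in the dark; AOA (50uM) as positive control.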
IP6K1 inh: IP6K1 kinase inhibition; activity change, % (series mostly up to about 58 µM); Q92551; 140,000 compounds, 0.81% hits; IP6K1 kinase, ADP-Glo luminescence, 2 h; active compounds read low; in the data active means activity change below about -25%
Target sequence (Q92551 whole entry, looked up): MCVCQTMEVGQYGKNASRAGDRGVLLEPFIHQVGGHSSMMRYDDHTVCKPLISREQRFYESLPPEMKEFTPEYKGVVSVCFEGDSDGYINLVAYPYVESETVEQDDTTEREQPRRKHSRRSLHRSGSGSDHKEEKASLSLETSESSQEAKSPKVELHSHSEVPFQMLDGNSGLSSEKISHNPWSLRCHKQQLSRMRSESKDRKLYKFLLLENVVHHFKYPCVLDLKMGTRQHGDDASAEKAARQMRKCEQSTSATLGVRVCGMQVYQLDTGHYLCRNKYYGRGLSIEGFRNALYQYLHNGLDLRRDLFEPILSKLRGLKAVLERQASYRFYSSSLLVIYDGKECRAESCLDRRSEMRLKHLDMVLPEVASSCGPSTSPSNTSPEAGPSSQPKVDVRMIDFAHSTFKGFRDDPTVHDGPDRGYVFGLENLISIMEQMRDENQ
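ADP-Glo luminescence measures ADP made by human IP6K1 during a 2 h RT reaction with ATP/IP6 (mix at 1.3 mM/130 uM); top library doses 57.5 and 19.1 uM final.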
Luciferase inh: blocks purified firefly luciferase enzyme activity; 76,000 compounds, 2.5% hits; Potency, µM (highest dose often 115 µM), without a hit: at the highest dose activity change, negative = inhibition, usual class: inhibitors; purified P. pyralis luciferase, luminescence, biochemical; P08659; further: potency means the concentration at half of the fitted maximal effect; nearly all actives have a fitted effect of over 65% in size
Target sequence (P08659 whole entry, looked up): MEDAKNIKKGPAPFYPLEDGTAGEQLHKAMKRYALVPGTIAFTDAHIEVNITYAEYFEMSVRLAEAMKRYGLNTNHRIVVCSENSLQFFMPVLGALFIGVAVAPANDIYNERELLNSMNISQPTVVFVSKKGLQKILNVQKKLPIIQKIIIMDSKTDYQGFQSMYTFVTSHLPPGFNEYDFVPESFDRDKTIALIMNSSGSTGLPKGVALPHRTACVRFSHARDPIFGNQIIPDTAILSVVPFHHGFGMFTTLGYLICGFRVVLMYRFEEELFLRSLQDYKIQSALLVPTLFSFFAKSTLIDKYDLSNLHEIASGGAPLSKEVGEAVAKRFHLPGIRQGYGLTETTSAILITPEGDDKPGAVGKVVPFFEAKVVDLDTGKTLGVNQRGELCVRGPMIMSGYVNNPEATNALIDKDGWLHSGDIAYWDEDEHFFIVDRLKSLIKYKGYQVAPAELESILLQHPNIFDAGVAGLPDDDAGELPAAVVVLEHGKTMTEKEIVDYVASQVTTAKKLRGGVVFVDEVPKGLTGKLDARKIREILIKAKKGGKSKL
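Inhibitors were tested against purified firefly luciferase in a biochemical, low-substrate format (both substrates at 10uM) and luminescence measured with a CCD imager.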
HEK293 viab: counter-screen for SNCA expression inhibitors: cell viability; HEK-293-SNCA-luc viability, GF-AFC fluorescence, 24 h; Potency, µM (top dose mostly 57.1 µM), for inactives: at the highest dose activity change, negative = cytotoxicity, actives largely listed as cytotoxic; 150,000 compounds, 0.12% hits; AID 1671193;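 further: potency means the concentration at half of the fitted maximal effect; 0% = DMSO-treated cells and -100% = medium-only wells without cells; nearly all actives have a fitted effect of over 30% in size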
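Cytotoxicity counterscreen: after 24 h compound treatment of genome-edited SNCA-luciferase HEK-293 cells, live-cell protease substrate GF-AFC read by fluorescence after 30 min; activity scaled between DMSO (0%) and medium-only (-100%), curves Hill-fitted.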
NIH3T3 tox: cytotoxic compounds in NIH 3T3 cells. NIH 3T3 viability, CellTiter-Glo ATP luminescence, 48-72 h. Potency, µM (titrated, usually from 96.7 µM), for inactives: top-dose activity change, negative = cytotoxicity, hits mostly inhibitors. 94,000 compounds, 4.3% hits; further: potency means the concentration at half of the fitted maximal effect; nearly all actives have a fitted effect of over 55% in size
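NIH 3T3 cells at 400 cells/well received 23 nL of compound by pintool and were incubated 48 or 72 h at 37 °C. Viability was read as ATP-coupled CellTiter-Glo luminescence.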
SNCA expr inh: SNCA gene expression inhibition; HEK-293 SNCA-luciferase knock-in, luminescence, 24 h; Potency, µM (highest dose often 57.2 µM), without a hit: top-dose activity change, negative = inhibition, hits mostly inhibitors; 140,000 compounds, 0.17% hits;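 further: potency means the concentration at half of the fitted maximal effect; plate controls were DMSO cells for no effect and cell-free wells for full effect; nearly all actives have a fitted effect of over 45% in size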
HEK293 tox: HEK 293 cell cytotoxicity; HEK 293 viability, ATP luminescence (CellTiter-Glo), 48-72 h; Potency, µM (top dose mostly 115 µM), inactives show at the highest dose activity change, negative = cytotoxicity, usual class: inhibitors; 94,000 compounds, 6.6% hits; further: potency means the concentration at half of the fitted maximal effect; nearly all actives have a fitted effect of over 60% in size
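Cells seeded first (HEK 293, 250 cells/well), then compound added by pintool. Incubation ran 48 or 72 hr at 37 degree Celsius. CellTiter-Glo was added and luminescence imaged after 10 min at room temperature.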
The depositor's hits bear a star; i = inactive; ? = inconclusive; . = no result given; & = joins results of further samples; [ ] = remark or other dose. Unless noted, the call rests on the fitted dose curve; in most records, active means well fitted curve in the direction sought with a large enough effect; inconclusive means small, poorly fitted or top-dose-only effect, or another doubt; inactive means no such curve, though single readings can be large; an effect the other way counts as inactive or inconclusive. Unless noted, on the % scale 0 is the no-effect control and ±100 the full control effect. This is a subset, so the mix of outcomes need not match the whole.

The line under a structure holds: IP6K1 inh	Luciferase inh	HEK293 tox	NIH3T3 tox	GPT2 inhibitor	HEK293 viab	SNCA expr inh
[1] O=C(NCCc1cccs1)c1ccc(Cn2c(SCc3ccccc3)nc3cccnc32)cc1
  -8.2	.	.	.	.	?	16.5%
[2] CCOc1cc(CN(C)C(=O)c2cc(C)sc2NC(=O)C(C)(C)C)ccc1OC
  -11.5	11.7%	?	-11.4%	i[11.5 µM]	-8.6%	-19.5%
[3] COC(=O)c1cc(Br)cnc1N1CCC(NC2CCCCC2)C(O)C1 (stereo not given)
  -16.1	.	.	.	i	-3.9%	.
[4] COCCc1noc(C2CN(S(=O)(=O)c3ccc(C#N)cc3)C2)n1
  2.7	-9.8%	?	-6.4%	i	8.5%	1.8%
[5] COc1cccc(CNC(=O)c2ccc3nnc(-c4c(C)cccc4C)n3c2)c1
  4.8	.	-6.5%	-22.6%	-8.0%	?	22.2%
[6] CCOc1ccc(-c2cn3c(n2)sc2cc(C(=O)NC(C)C45CC6CC(CC(C6)C4)C5)ccc23)cc1 (stereo not given)
  10.0	.	.	.	.	14.0%	54.3%[activator]
[7] Cc1noc2c(N3CC[S+](=O)([O-])CC3)cc(-c3cccnc3)nc12
  -9.3	2.6%[172 µM]	i	?	-8.0%[88.5 µM]	5.6%[87.6 µM]	1.3%[87.6 µM]
[8] CC(CNC(=O)Cn1c(-c2cccs2)cc2ccccc21)c1ccccc1 (stereo not given)
  -20.0	.	.	.	.	-1.5%	-20.0%
[9] Cc1ccc(C(=O)c2oc3ccccc3c2NC(=O)Cc2coc3c(C)c(C)ccc23)cc1
  -20.3	.	.	.	.	3.0%	-3.0%
[10] COc1ccc2c(c1)CN(C(=O)C1CCCC1)CC[C@H]1COC(=O)N21
  1.0	12.0%[172 µM]	-13.7%[172 µM]	?	i	-9.4%[87.6 µM]	6.8%[87.6 µM]

The line under a structure holds: IP6K1 inh	Luciferase inh	HEK293 tox	NIH3T3 tox	GPT2 inhibitor	HEK293 viab	SNCA expr inh
[11] C[N+]1(C)[C@@H]2CC(OC(=O)[C@H](CO)c3ccccc3)C[C@H]1[C@@H]1O[C@@H]12 (stereo not given in full)
  -1.6	.	.	.	-1.0%	21.6%[23.9 µM]	-21.5%[25.6 µM]
[12] CC(=O)[C@H]1CC[C@H]2[C@@H]3C=CC4=CC(=O)CC[C@@]4(C)[C@@H]3CC[C@]12C
  10.8&7.3	.	.	.	-17.0%&-8.8%	-25.0%	-19.1%[25.6 µM]
[13] C/C=C/C=C/C=C/C(=O)O[C@@H]1C=C(CO)[C@](O)(CO)[C@@]2(C)CCCC(C)(C)[C@H]12
  -3.0	.	.	.	-13.3%[27.3 µM]	-7.5%	.
[14] CC(C)C(=O)N1CCC2(CCC(=O)N(CC3CC3)CC2)CC1
  20.2	3.0%	-1.5%	i	i	1.9%	-8.4%
[15] CCOC(=O)c1ccccc1NC(=O)CSc1cn(CC(=O)N2CCCCCC2)c2ccccc12
  4.3	.	.	.	.	?	?
[16] CCC(=O)Nc1cc(C(=O)NCc2ccc(C)cc2)ccc1S(=O)(=O)c1ccc(C)cc1
  4.4	.	.	.	.	9.0%	?
[17] O=C(NCC1CC1)c1nc2c(o1)CCN(CCc1ccccc1)CC2
  10.4	-18.4%[172 µM]	?	-20.5%[138 µM]	-0.1%[88.5 µM]	-11.2%[87.6 µM]	13.6%[87.6 µM]
[18] COc1ccc(-c2nc(C)c(CCNC(=O)Cc3ccc(F)cc3)s2)cc1OC
  -8.0	.	.	.	.	-8.5%	54.4%[activator]
[19] CCCCN(C)C(=O)c1ccc2c(c1)N(Cc1cccc(F)c1)C(=O)c1ccccc1S2
  12.1	.	.	.	.	?	?
[20] Nc1ccccc1NC(=O)c1ccc(CNc2nccc(-c3cccnc3)n2)cc1
  -11.9	.	.	.	i	-6.5%&-24.1%	38.4%[activator]

The line under a structure holds: IP6K1 inh	Luciferase inh	HEK293 tox	NIH3T3 tox	GPT2 inhibitor	HEK293 viab	SNCA expr inh
[21] Cc1nc(-c2ccc(CN3CCCC(CN)C3)cc2)[nH]c(=O)c1C (stereo not given)
  2.0	-12.8%	-15.1%	-6.5%	-7.1%	-21.1%	60.9%[activator]
[22] CCOC(=O)c1cccc(NC(=O)NCCc2c(C)nn(C)c2C)c1
  11.5	.	.	.	.	18.4%	49.9%[activator]
[23] O=C(c1ccc2c(c1)OCO2)N1CCC2(CC1)N=C(c1ccccc1)NO2
  -8.5	39.8µM*	-9.1%	-20.0%	i	8.1%	40.1%[activator]
[24] O=C(c1ccc(F)c(F)c1)N1CCC([C@@H]2CNC[C@H]2CO)CC1
  -4.2	-2.5%	-14.8%	-0.8%	3.0%	1.4%[12.5 µM]	11.2%
[25] COCCNC(=O)[C@H]1C[C@H](Oc2cccnc2)CN1S(=O)(=O)c1cn(C)cn1
  30.5	0.0%	-21.3%	-1.5%	0.9%	-7.7%	11.1%
[26] O=C(N[C@@H]1COCC[C@@H]1OCc1ccccn1)c1n[nH]c2c1CCC2
  10.0	-2.3%	0.8%	i	i	-2.4%	31.0%[activator]
[27] CCN(CC)c1ccc(C2C(C(N)=O)=C(C)Nc3nc(SCc4ccccc4Cl)nn32)cc1 (stereo not given)
  26.6	.	.	.	.	7.5%	-28.5%
[28] COc1ccc([S+](=O)([O-])N2CCC(N3CCOCC3=O)CC2)cc1
  -4.4	.	i	-28.4%	-7.7%	4.6%	-12.0%
[29] CCn1nccc1C(=O)N1CCC2(CC1)CC(OC)CCO2 (stereo not given)
  -8.3	-0.8%	-4.6%	i	i	10.8%[12.5 µM]	-5.9%
[30] Cc1ccc(-c2cccc(CN3CCCC3C(=O)NC3CC3)c2)cc1Cl (stereo not given)
  10.9	.	31.6µM*	35.5µM*	.	.	.

The line under a structure holds: IP6K1 inh	Luciferase inh	HEK293 tox	NIH3T3 tox	GPT2 inhibitor	HEK293 viab	SNCA expr inh
[31] CCc1ccccc1NC(=O)c1sc2nc(C)cc(COC)c2c1N
  35.8	.	.	.	.	?	41.0%[activator]
[32] CCc1ccc(NC(=O)Cn2c(=O)n(CCC(=O)NCCc3ccc(OC)c(OC)c3)c(=O)c3ccccc32)cc1
  25.5	.	.	.	.	2.8%	-24.8%
[33] CN(C)C(=O)C1CCN(c2nccc(Nc3ccccc3F)n2)CC1
  18.2	.	-25.1%	?	-4.7%	-5.4%[12.5 µM]	18.9%
[34] COc1ccc(-c2nc(C(C)C)nc3c2CCN(C(=O)c2ccc(F)cc2)CC3)cc1
  5.7	-4.5%	?	?	i	-26.5%	28.5%
[35] O=C(NC1CC1)c1cn2cc(-c3cccc(C(F)(F)F)c3)sc2n1
  -2.7	.	?	?	-0.2%	-3.2%	79.2%[activator]
[36] C[C@H]1[C@@H]2[C@@H](O)C([C@H](C)C(=O)N3CCCCC3)CC[C@@]2(C)CC[C@@H]1NC(=O)Nc1cccc(F)c1 (stereo not given in full)
  -7.4	0.8%	-14.3%	-19.0%	-7.6%	-4.2%	8.1%
[37] CC(c1cc2ccccc2s1)N(O)C(N)=O (stereo not given)
  2.1	.	.	.	-2.9%	0.0%	59.4%[activator]
[38] CC(C)CCN1C(=O)CC[C@]2(C(=O)N3CCN(c4ccc(F)cc4)CC3)CCCC[C@@H]12
  -9.1	3.7%	?	?	-9.0%	-18.9%	-9.0%
[39] O=C(CSc1nc(-c2cccs2)nc2cc(=O)[nH]n12)Nc1ccccc1F
  -0.1	.	.	.	.	?	31.0%[activator]
[40] O=C(Cc1c[nH]c2ncc(-c3ccsc3)cc12)N1CCOCC1
  -14.4	-17.0%[172 µM]	-25.8%[172 µM]	?	3.3%[88.5 µM]	6.1%[87.6 µM]	0.4%[87.6 µM]

The line under a structure holds: IP6K1 inh	Luciferase inh	HEK293 tox	NIH3T3 tox	GPT2 inhibitor	HEK293 viab	SNCA expr inh
[41] CCCCNC(=O)CSc1nc2n[nH]c(C)c2c(=N)n1-c1cccc(C)c1
  -6.7	.	.	.	.	?	13.3%
[42] Cc1ccc(-c2nc3c(cnn3-c3ccccc3)c(=O)n2-c2cccc(Cl)c2)cc1
  14.8	.	.	.	.	-11.1%	41.8%[activator]
[43] O=C(CC1CCCCN(Cc2ccccc2)C1=O)N1CCN(c2ccc(F)cc2)CC1 (stereo not given)
  9.4	-7.6%	?	-27.2%	i	-0.8%	-15.5%
[44] CNC(=O)c1cc(C2CC2)nc2c1c(C1CCCN(C(=O)c3ccccc3OC)C1)nn2C (stereo not given)
  -6.8	.	-15.2%	-16.5%	.	.	.
[45] COc1ccc(CNC(=O)N2C[C@H](c3nc(-c4ccncc4)no3)[C@@H](C)C2)cc1
  -9.5	6.5%	?	-19.6%	2.7%	0.9%	-6.6%
[46] CN1CC2CN(S(=O)(=O)c3cccc4nsnc34)CC(C1)O2
  14.5	.	-21.3%	-23.3%	i	-12.6%	-27.7%
[47] Cc1ccccc1CNC(=O)[C@@H]1OCCN(C2CC2)[C@H]1c1ccccc1
  16.7	.	i	-5.3%	i	7.1%	-8.5%
[48] Cc1cccc(Cn2nc(C3CCCNC3)n(-c3ccccc3)c2=O)c1 (stereo not given)
  -2.7	3.1%	i	4.5%	i	3.5%	-4.8%
[49] O=C(C1CCN(S(=O)(=O)c2cccc3nonc23)CC1)N1CCN(c2ccccc2F)CC1
  -7.9	.	.	.	.	-9.2%	?
[50] CCc1noc(-c2cn(C3CCCN(C(=O)c4ccc5c(c4)OCO5)C3)nn2)n1 (stereo not given)
  15.9	-1.3%	-8.6%	-11.2%	i	-10.9%	-14.6%

The line under a structure holds: IP6K1 inh	Luciferase inh	HEK293 tox	NIH3T3 tox	GPT2 inhibitor	HEK293 viab	SNCA expr inh
[51] COCC(=O)NC1CCC12CCN(Cc1cccc(OC)c1)CC2 (stereo not given)
  16.5	2.2%	-27.4%	-16.6%	-13.5%	-17.0%	-9.9%
[52] COc1ccc(-n2ncc(C(=O)NCCN3CCOCC3)c2C2CCN(C(=O)OC(C)(C)C)CC2)cc1
  -9.3	.	.	.	.	-0.8%	4.4%
[53] NCCC(=O)N1CCCC(N2CCN(c3ccccc3F)CC2)C1 (stereo not given)
  14.8	8.7%	-16.3%	-24.2%	-9.4%	-9.1%	-5.9%
[54] O=C(c1ccncc1)N1CCCC(n2cc(-c3nc(-c4ccccc4)no3)nn2)C1 (stereo not given)
  -5.0	?	-29.7%	?	i	-3.8%	76.1%[activator]
[55] O=C1[C@@H]2C[C@@H](O)CN2C2(CN(C3CCOCC3)C2)C(=O)N1Cc1ccccc1Cl
  5.9	10.6%[172 µM]	-7.8%[172 µM]	-3.6%[174 µM]	1.5%[88.5 µM]	-8.0%[87.6 µM]	-22.3%[87.6 µM]
[56] COc1ccccc1-n1c(=O)c(C(=O)NC2CC2)nc2cccnc21
  0.6	.	-9.1%[172 µM]	-19.6%[138 µM]	i	-2.0%[87.6 µM]	151.8%[activator][87.6 µM]
[57] O=C1CCc2ccc(OCCCCN3CCN(c4cccc(Cl)c4Cl)CC3)cc2N1
  -1.0	.	.	.	-6.4%&-6.0%	-8.5%	-6.0%
